EBV LMP1 NFkB: inhibitors of Epstein-Barr LMP1-induced NF-kappaB reporter | inhibition, % at 12.5 µM | 350,000 compounds, 0.69% hits | LMP1-induced NF-kappaB luciferase reporter cells, luminescence; in the data active means inhibition above about 41%;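 further: 0% = neutral control wells and 100% = reference inhibitor control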
SRC3 inh: inhibits human SRC3 coactivator. Q9Y6Q9. AID 588352. inhibition, % at 3.6 µM. 360,000 compounds, 0.17% hits. HEK293 GAL4-SRC3 luciferase reporter, luminescence;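 active means inhibition above a per-campaign cutoff, the mean of all compounds plus 3 SD, cut at about 60% in these data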;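 further: 0% = DMSO-treated cells and 100% = gossypol-treated cells at 36 µM; higher means less SRC3-driven luciferase light from the GAL4 reporter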
TRAIL sens C8: sensitizes caspase-8 expressing cells to TRAIL. NB7+C8 cells + TRAIL, ATPlite viability luminescence. inhibition (viability loss, TRAIL sensitization), % at 10 µM. 360,000 compounds, 1% hits;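 active means compounds causing at least 50% loss of cell viability in the single-dose screen, relative to plate controls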
TROY NFkB inh: blocks TROY-dependent signaling in reporter cells. Q293 LMP1-TROYcd NF-kB luciferase reporter, 4 h. inhibition, % at 10 µM. 360,000 compounds, 0.98% hits;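 active means compounds whose plate-normalised and pattern-corrected inhibition of the luciferase reporter signal at the single screening dose is 50% or more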
LRH-1 inv ag: suppresses constitutive activity of human LRH-1; HEK293T StAR-luciferase reporter, LRH-1 transfected, 24 h; inhibition, % at 3.6 µM; 360,000 compounds, 0.13% hits; AID 602396;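 active means inhibition above the mean inhibition of all tested compounds plus 3 SD, cut at about 73% in these data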;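 further: 0% = DMSO wells and 100% = reporter-only cells lacking LRH-1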
Target sequence (O00482 whole entry, looked up): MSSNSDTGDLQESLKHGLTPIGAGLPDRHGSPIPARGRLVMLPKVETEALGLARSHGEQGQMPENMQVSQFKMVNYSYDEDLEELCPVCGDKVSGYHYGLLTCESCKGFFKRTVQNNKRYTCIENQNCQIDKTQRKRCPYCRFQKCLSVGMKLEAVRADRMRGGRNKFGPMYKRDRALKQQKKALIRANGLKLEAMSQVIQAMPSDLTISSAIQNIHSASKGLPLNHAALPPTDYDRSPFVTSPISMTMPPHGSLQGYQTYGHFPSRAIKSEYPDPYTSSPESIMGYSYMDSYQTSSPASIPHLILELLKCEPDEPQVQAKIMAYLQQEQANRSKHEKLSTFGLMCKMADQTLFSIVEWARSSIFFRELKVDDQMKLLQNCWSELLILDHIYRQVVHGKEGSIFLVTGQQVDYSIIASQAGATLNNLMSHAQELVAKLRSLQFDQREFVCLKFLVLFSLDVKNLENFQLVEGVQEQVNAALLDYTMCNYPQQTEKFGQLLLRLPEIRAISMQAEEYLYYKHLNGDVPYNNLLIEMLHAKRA
NR2F2 inh: inhibitors of human COUP-TFII (NR2F2); P24468; HEK293T NGFI-A luciferase reporter, luminescence; inhibition, % at 8.6 µM; 370,000 compounds, 0.7% hits;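 active means inhibition above a per-plate cutoff, mean inhibition of test wells between control levels plus 3 SD, cut at about 38% in these data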;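 further: cells cotransfected with COUP-TFII expression vector driving the NGFI-A reporter; 0% = median of COUP-TF2 test wells and 100% = reporter-only cells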
Target sequence (P24468 whole entry, looked up): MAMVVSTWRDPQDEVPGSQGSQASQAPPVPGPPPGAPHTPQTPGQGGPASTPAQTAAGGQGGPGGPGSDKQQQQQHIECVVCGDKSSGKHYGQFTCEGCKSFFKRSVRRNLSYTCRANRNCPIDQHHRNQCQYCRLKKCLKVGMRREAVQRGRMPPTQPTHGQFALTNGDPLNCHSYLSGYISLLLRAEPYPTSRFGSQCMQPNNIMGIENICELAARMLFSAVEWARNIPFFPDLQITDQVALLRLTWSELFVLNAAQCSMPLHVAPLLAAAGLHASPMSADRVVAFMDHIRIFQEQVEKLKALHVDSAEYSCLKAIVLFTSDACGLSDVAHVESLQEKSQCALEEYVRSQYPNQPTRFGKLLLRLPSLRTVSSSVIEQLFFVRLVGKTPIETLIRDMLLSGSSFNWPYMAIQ
CF NFkB inh: inhibitors of cystic fibrosis induced NF-kB. inhibition, % at 5 µM. 360,000 compounds, 0.86% hits. AID 588850. KKLEB NF-kB-GFP reporter, PAF-induced, GFP fluorescence overnight;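 active means at least 50% inhibition at 5 µM, scaled per plate between neutral and stimulator controls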;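 further: PAF is a Pseudomonas aeruginosa culture filtrate used as stimulus; plate controls were PAF-stimulated DMSO wells for no effect and unstimulated DMSO wells for full effect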
SRC1 inh: inhibitors of human steroid receptor coactivator 1 (SRC1); HEK293 GAL4-SRC1 luciferase reporter, luminescence; inhibition, % at 3.6 µM; AID 588354; 360,000 compounds, 0.12% hits;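 active means inhibition above the campaign mean plus 3 SD, with each screening campaign given its own cutoff, cut at about 60% in these data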;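 further: 0% = DMSO treated cells and 100% = gossypol at 36 µM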
TWEAK-Fn14 inh: TWEAK-Fn14 signaling inhibition; inhibition, % at 10 µM; AID 1159606; 360,000 compounds, 2% hits; TWEAK-stimulated Fn14 reporter cells, luciferase luminescence, 8 h; in the data active means inhibition above about 50%
KKLEB cytotox: CF airway cell cytotoxicity counter-screen; KKLEB CF airway cells viability, ATPlite luminescence, overnight; hits give low values; cells stimulated with P. aeruginosa culture filtrate; 360,000 compounds, 0.36% hits; AID 602141; activity change (cytotoxicity), % at 5 µM;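 active means corrected activity change at or below -50% at 5 µM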
NCOA2 inhibitor: human SRC2 (NCOA2) inhibition; inhibition, % at 9 µM; AID 651957; 370,000 compounds, 0.17% hits; Q15596; HEK293 GAL4-SRC2 luciferase reporter, luminescence;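 active means inhibition above the mean inhibition of all tested compounds plus 3 SD, set per campaign, cut at about 52% in these data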;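 further: 0% = DMSO treated cells and 100% = cells given Gossypol at 36 µM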
* hit, by the source's call; / = not tested or not shown. Hits appear at their usual frequency; about 4.2% have a hit in one of these screens.

SMILES | EBV LMP1 NFkB | SRC3 inh | TRAIL sens C8 | TROY NFkB inh | LRH-1 inv ag | NR2F2 inh | CF NFkB inh | SRC1 inh | TWEAK-Fn14 inh | KKLEB cytotox | NCOA2 inhibitor
CC(C)C(=O)Nc1ccc(NC(=O)c2cccc(F)c2)cn1 | -1 | -26 | 0 | -34 | -72 | -41 | 3 | -54 | -12 | 3 | -27
O=C(NC1CCCCC1)N1CCc2ccccc21 | -29 | -60 | 16 | -53 | -42 | -54 | -9 | -59 | -32 | 4 | -42
O=C(O)c1ccc2c(c1)C(=O)/C(=C\c1ccco1)C2=O | -4 | -3 | 1 | 4 | -16 | 0 | 13 | -2 | 7 | -11 | -21
COc1ccc(NC(=O)N(C)C[C@@H]2Oc3c(NC(=O)Nc4c(C)noc4C)cccc3C(=O)N([C@@H](C)CO)C[C@@H]2C)cc1 | 2 | 3 | -5 | -10 | 15 | 9 | -14 | -11 | 0 | 17 | -31
CC(=O)OCCN1C(=O)c2cccnc2C1=O | -58 | 10 | 2 | -1 | 10 | 4 | -12 | -15 | -2 | 2 | 6
CCN(CC)CC(O)COc1ccccc1C(=O)CCc1ccccc1 (centres undefined) | -11 | 8 | 1 | -14 | 23 | 12 | 1 | 3 | -6 | 1 | -3
CCN(C(=O)COC(=O)c1c(NC(C)=O)sc(C)c1C)C1CCS(=O)(=O)C1 (centres undefined) | -4 | 21 | -3 | 3 | -3 | -8 | 2 | -3 | 3 | 8 | 13
CCN(CC)CCNc1ccc(CO)c2sc3ccccc3c(=O)c12 | -5 | 13 | 12 | -29 | 7 | -27 | -58 | 6 | -50 | -4 | -54
COC(=O)Nc1c(-c2ccccc2)nc2ccc(Cl)cn12 | -7 | -9 | -6 | -10 | -4 | 10 | 10 | 5 | -5 | 5 | -16
CC(C)(C)C(=O)Nc1nc2c(s1)COc1ccccc1-2 | -4 | -19 | -2 | -16 | -17 | -28 | -25 | -21 | 16 | 16 | -25
CC(C)n1c(N2CCN(S(=O)(=O)c3cccc([N+](=O)[O-])c3)CC2)nc2ccccc21 | 14 | -4 | 1 | 16 | 11 | -2 | 3 | 15 | -5 | 11 | -8
Cc1ccc(-n2c(C)cc(/C=N\NC(=O)CC(=O)NC(C)C)c2C)cc1 | 5 | 20 | 3 | -23 | 1 | -6 | 8 | 2 | 0 | -10 | 9
COc1cccc(N2CCN(S(=O)(=O)c3ccc4nc(-c5ccccc5)[nH]c4c3)CC2)c1 | -7 | 0 | 22 | 14 | 20 | 17 | 16 | -9 | 13 | -7 | 9
c1ccc(CCNc2nnnn2-c2ccccc2)cc1 | -2 | -9 | 25 | -7 | 13 | -11 | 3 | -22 | 4 | -4 | 5
CS(=O)(=O)c1ccc(Sc2nc3ccccc3[nH]2)c([N+](=O)[O-])c1 | -6 | -3 | 4 | -3 | -9 | -25 | 11 | 3 | 38 | 5 | 11
O=C(CSc1nc2ccc(Cl)cc2[nH]1)NCCc1ccccc1 | 6 | -1 | -2 | -14 | -16 | -3 | -14 | -62 | 20 | -6 | -15
COc1cc(CC(=O)OCC(=O)N(C)C2CCCCC2)cc(OC)c1OC | 17 | 17 | 5 | 14 | -8 | 17 | 6 | 1 | 0 | -6 | 18
Cc1cc(Cl)ccc1NC(=S)NCCc1ccc(S(N)(=O)=O)cc1 | 2 | 2 | 16 | -3 | 11 | 7 | 20 | -11 | -13 | 6 | -1
Cc1[nH]n(-c2ccccc2)c(=O)c1CCO | -5 | 0 | -5 | -20 | -11 | 3 | -1 | -4 | -6 | 4 | -7
O=C(CCC1CCCCC1)Nc1nncs1 | 13 | -1 | 0 | 15 | -1 | -2 | 26 | 9 | -21 | -1 | -9
CN(C(=O)c1ccc(OC2CCN(Cc3ccccn3)CC2)cc1)C1CCCCC1 | -3 | -26 | 2 | -5 | 1 | -13 | 29 | -19 | 15 | -10 | 18
CC1COc2ccccc2N1C(=O)c1ccc(Cl)nc1 (centres undefined) | -8 | -36 | -3 | 9 | 5 | 26 | 16 | 2 | -5 | 6 | -2
C[C@H](O)Cc1cn(-c2cc3cc(C#Cc4ccsc4)ccc3oc2=O)nn1 | -3 | -21 | 1 | 5 | 7 | -10 | 4 | 3 | -10 | 1 | -4
O=C(Nc1ccccc1SCC1CSc2nc3ccccc3c(=O)n21)c1cccc(Cl)c1 (centres undefined) | 11 | -78 | 7 | -1 | -27 | -61 | -1 | -23 | -63 | -4 | -30

Gathered by group: those above containing an aryl methoxy group (3)
SMILES | EBV LMP1 NFkB | SRC3 inh | TRAIL sens C8 | TROY NFkB inh | LRH-1 inv ag | NR2F2 inh | CF NFkB inh | SRC1 inh | TWEAK-Fn14 inh | KKLEB cytotox | NCOA2 inhibitor
COc1ccc(NC(=O)N(C)C[C@@H]2Oc3c(NC(=O)Nc4c(C)noc4C)cccc3C(=O)N([C@@H](C)CO)C[C@@H]2C)cc1 | 2 | 3 | -5 | -10 | 15 | 9 | -14 | -11 | 0 | 17 | -31
COc1cccc(N2CCN(S(=O)(=O)c3ccc4nc(-c5ccccc5)[nH]c4c3)CC2)c1 | -7 | 0 | 22 | 14 | 20 | 17 | 16 | -9 | 13 | -7 | 9
COc1cc(CC(=O)OCC(=O)N(C)C2CCCCC2)cc(OC)c1OC | 17 | 17 | 5 | 14 | -8 | 17 | 6 | 1 | 0 | -6 | 18

Later entries:
SMILES | EBV LMP1 NFkB | SRC3 inh | TRAIL sens C8 | TROY NFkB inh | LRH-1 inv ag | NR2F2 inh | CF NFkB inh | SRC1 inh | TWEAK-Fn14 inh | KKLEB cytotox | NCOA2 inhibitor
Cn1nnnc1SCCNC(=O)C1CCC(=O)N(Cc2ccccc2F)C1 (centres undefined) | -4 | 1 | -9 | -8 | 5 | 4 | -15 | 13 | -10 | -3 | 28
CCCN1C(=O)c2cc(C(=O)Nc3ccccc3C)ccc2C1Nc1ccccc1C (centres undefined) | -3 | 9 | -3 | -5 | -7 | 1 | 5 | 23 | 16 | -9 | -4
Cc1cc2ccccc2c(=O)n1CC(=O)NCC(=O)N1CCCC1 | -10 | 8 | -7 | -12 | 2 | 7 | 5 | -24 | 6 | 4 | -4
CCN1CCN(CCCOc2ccc(Cl)cc2Br)CC1 | -4 | 7 | 1 | 0 | 8 | -9 | 11 | 15 | 6 | -6 | 25
CN(C)/C=C(\c1cnc(Cl)s1)S(=O)(=O)c1ccccc1 | 7 | 7 | 2 | 16 | 13 | 8 | -11 | -5 | 1 | 6 | -28
OCC(O)C(O)C(O)C(O)C1NCCS1 (centres undefined) | -13 | 37 | 7 | 6 | 14 | -8 | -10 | 2 | -27 | -1 | -1
Cc1ccccc1NCc1ccc(O)c2ncccc12 | -10 | 17 | 27 | 21 | -12 | 6 | 36 | 13 | 59* | -22 | -12
CC(C)[C@H](CN1CCC[C@H]1CN1C(N)=NC[C@H]1C(C)C)N1C[C@@H](Cc2ccccc2)N(CCCC2CCCC2)C1=N | 3 | -1 | -7 | 9 | 5 | / | -5 | -13 | 10 | 10 | /
Cn1c(Cn2c(=O)sc3ccccc32)nnc1SCC(=O)N1CCN(c2ccccc2)CC1 | -8 | 10 | -11 | -5 | 9 | 0 | -5 | -8 | -14 | 5 | 9
CS(=O)(=O)c1ccc(C(=O)OCC(=O)Nc2cccnc2Cl)cc1[N+](=O)[O-] | 2 | -7 | 3 | 8 | -23 | / | 90* | -8 | 22 | -31 | /
CC(C)CNC(=S)N(CCO)Cc1cc2cc3c(cc2[nH]c1=O)OCO3 | -1 | -16 | -3 | -9 | -4 | -16 | -11 | -12 | -6 | -4 | -11
CN1CCN(NC(=S)NC2CCCCC2)CC1 | -2 | -6 | -6 | 14 | 13 | 3 | 6 | -5 | -1 | -3 | -5
COCCN(CCOC)S(=O)(=O)c1ccc(C(=O)Nc2nnc(COC)o2)cc1 | 0 | 2 | -1 | 1 | 16 | -10 | -1 | 9 | 12 | 0 | -3
COc1ccc(Cl)cc1S(=O)(=O)n1cnc2ccccc21 | -18 | -6 | 5 | 11 | -20 | -3 | -8 | 6 | 7 | -1 | -14
COc1ccc(OC)c(Nc2nc(-c3sc(NC(=O)C(C)(C)C)nc3C)cs2)c1 | -29 | -13 | 38 | 28 | 29 | 31 | 14 | 11 | 20 | -12 | -24
CN(C)S(=O)(=O)N1CCN(CC(=O)Nc2ccc(F)cc2)CC1 | 6 | 5 | -22 | 8 | -6 | 26 | -3 | 9 | -11 | -4 | -7
COCCN(C(=O)COC(=O)/C=C/c1ccco1)c1c(N)n(Cc2ccccc2)c(=O)[nH]c1=O | -2 | -6 | -10 | -4 | 10 | 3 | -11 | -10 | -14 | 9 | -1
O=[N+]([O-])c1ccc(NCCCN2CCOCC2)c(Cl)c1 | -1 | -10 | 4 | -17 | -13 | 9 | 7 | -10 | -19 | 0 | -19
CCCc1c(C(=O)N/N=C/c2cccs2)nnn1-c1nonc1N | 4 | -17 | 2 | -11 | 4 | -4 | -11 | 14 | -11 | 4 | -1
Cc1cnc(C)c(N2CCC(C(=O)NCc3cccs3)CC2)n1 | 3 | 28 | -12 | -16 | -9 | -7 | -19 | 4 | -2 | -3 | -2
O=C(CN1C(=O)NC2(CCCC2)C1=O)N1CCN(c2cccc(C(F)(F)F)c2)CC1 | -1 | 3 | 4 | 5 | 9 | 16 | 6 | 6 | 17 | 16 | 16
O=C(CCC(=O)N(CC(=O)NC1CCCC1)Cc1cccs1)Nc1nccs1 | 1 | 3 | 0 | 5 | 9 | 15 | -8 | -16 | -29 | 11 | -31
Nc1cc(C(=O)OCC(=O)NCCNC(=O)COC(=O)c2ccc(Cl)c(N)c2)ccc1Cl | -3 | 2 | 1 | -9 | 6 | -7 | -6 | -6 | 9 | 14 | -9
C=CCNC(=O)c1cc(-c2ccncc2)nc2c(C)cc(C)cc12 | -5 | 12 | 5 | 84* | 19 | 5 | -16 | -22 | -8 | 0 | -25
COc1ccccc1NS(=O)(=O)c1cccc(NC(=O)Cc2cccs2)c1 | -1 | 23 | -8 | 14 | 9 | 11 | -4 | 12 | 20 | 6 | 0
CCN(CC(=O)Nc1ccccc1C(F)(F)F)CC(=O)NC1CC1 | -6 | 0 | 9 | -2 | -13 | -9 | 17 | -14 | 15 | -6 | 9
O=C(c1cnn(C(=O)CN2CCCC2=O)c1)c1ccccc1O | -1 | 9 | -10 | -2 | 9 | -12 | 20 | -12 | 17 | 1 | 11
CCOc1cccc2cc(C(=O)N3CCOCC3)c(=O)oc12 | -1 | -18 | -5 | -26 | -17 | -6 | 2 | -3 | -17 | 1 | 1
Cc1ccc2c(C(=O)CNc3nncs3)c(C)[nH]c2c1 | 1 | 19 | 3 | -3 | -11 | -2 | 1 | -10 | -16 | -8 | -14
O=C(Nc1ccc(F)cc1F)N1CCCCCC1 | -3 | 9 | -4 | -36 | -28 | 0 | -3 | -36 | -1 | -27 | -20
Cc1cc(OCC(=O)Nc2ccccc2C)no1 | -1 | -2 | 9 | -6 | 13 | -2 | 14 | -6 | -2 | 2 | -8
Cc1onc(-c2c(Cl)cccc2Cl)c1C(=O)NC(C)(C)CO | 6 | -8 | -3 | 17 | 5 | -14 | 11 | 10 | 14 | -5 | -9

Screens (PubChem BioAssay)
